# ROMK primary: modulators of human ROMK potassium channel; B-score at 10 µM; Tet-inducible ROMK, thallium flux fluorescence; actives lie on both sides; 2% of 130,000 active;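 active means signal ratio slope over the read window, or its plate-corrected B-score, at least 3 SD from the plate mean, either direction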;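 further: B-score of the F/F0 ratio slope over 7 to 12 s after thallium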
# Target sequence (P48048 whole entry, looked up): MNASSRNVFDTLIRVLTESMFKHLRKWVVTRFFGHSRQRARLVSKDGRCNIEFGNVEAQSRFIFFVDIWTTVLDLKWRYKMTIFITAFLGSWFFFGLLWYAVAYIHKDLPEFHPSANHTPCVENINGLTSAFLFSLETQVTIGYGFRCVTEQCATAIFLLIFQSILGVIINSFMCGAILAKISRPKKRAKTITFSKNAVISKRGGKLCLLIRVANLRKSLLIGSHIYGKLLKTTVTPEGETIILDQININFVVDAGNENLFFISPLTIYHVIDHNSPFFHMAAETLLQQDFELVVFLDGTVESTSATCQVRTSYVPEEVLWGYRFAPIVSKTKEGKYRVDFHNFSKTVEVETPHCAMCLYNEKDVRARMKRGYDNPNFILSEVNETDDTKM
# bIAP act: intestinal alkaline phosphatase (bovine) activation | 0.17% of 200,000 active | AID 1016 | activation factor at 20 µM | purified bovine IAP, CDP-star luminescence, 30 min; hits give high values; fold of DMSO-control signal, blank-subtracted;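 active means activation factor of 2 or more at 20 µM, a signal rise over negative controls twice the positive control's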
# bIAP inhibitor: intestinal alkaline phosphatase (bovine) inhibition. purified bovine IAP, CDP-star luminescence, 30 min. inhibition, % at 20 µM. 190,000 tested, under 10 active;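 active means over 50% inhibition of intestinal alkaline phosphatase at 20 µM in the single-dose screen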
#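 test system = bovine IAP enzyme | medium = DEA buffer 100 mM, pH 9.8, with MgCl2 1.0 mM, ZnCl2 0.02 mM | detection = luminescence | dosing = single compound dose of 20 µM, 2% DMSO final | incubation = 30 min reaction at room temperature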
# STAT3 inh: reduces IL-6 driven STAT3 reporter signal; U3A cells, IL-6 STAT3-luciferase reporter, luminescence; host cell line lacks STAT1; 0.89% of 190,000 active; inhibition, % at 5.5 µM;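 active means inhibition above the mean inhibition across all screened compounds plus 3 SD, cut at about 44% in these data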;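 further: 0% = DMSO only wells and 100% = 100 µM nifuroxazide control wells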
# PPARg SRC1 recr: promotes SRC-1 coactivator recruitment by human PPARgamma; 0.41% of 200,000 active; P37231; activation, % at 8 µM; PPARgamma-SRC-1 coactivator recruitment biochemical assay; in the data active means activation above about 19%;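 further: 0% = DMSO and 100% = reference agonist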
# Target sequence (P37231 whole entry, looked up): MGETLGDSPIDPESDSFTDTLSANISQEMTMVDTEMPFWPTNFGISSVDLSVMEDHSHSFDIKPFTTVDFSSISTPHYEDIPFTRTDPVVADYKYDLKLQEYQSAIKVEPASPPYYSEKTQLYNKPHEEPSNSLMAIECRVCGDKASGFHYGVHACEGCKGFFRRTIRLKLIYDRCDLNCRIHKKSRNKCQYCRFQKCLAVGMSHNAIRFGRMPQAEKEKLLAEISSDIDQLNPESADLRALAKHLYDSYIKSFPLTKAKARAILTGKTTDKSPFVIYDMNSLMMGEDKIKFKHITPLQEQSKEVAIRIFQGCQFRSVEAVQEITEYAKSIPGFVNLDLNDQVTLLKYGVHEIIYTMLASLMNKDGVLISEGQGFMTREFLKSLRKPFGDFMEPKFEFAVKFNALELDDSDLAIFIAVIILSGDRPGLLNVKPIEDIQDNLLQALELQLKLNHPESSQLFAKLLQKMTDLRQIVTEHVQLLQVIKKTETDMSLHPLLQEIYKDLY
# TNAP act hiacc: activators of human TNAP at high phosphate acceptor concentration. purified TNAP, CDP-star luminescence, 1 M DEA, 30 min; hits give high values; 0 = EDTA background, 1 = DMSO-only activity. P05186. 200,000 tested, under 10 active. AID 1136. activation factor at 20 µM;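 active means activation factor at least 2 at 20 µM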
#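 Test system – human TNAP · Doses – 20 µM single point · Incubation – 30 min, room temperature · Signal – luminescent substrate turnover signal · Read-out basis – activation factor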
# TR-FRET SRC-2 ct: counter-screen for PPARgamma SRC-2 recruitment agonists: TR-FRET artefact; hits give high values; TR-FRET ratio at 8 µM; 0.4% of 200,000 active; in the data active means TR-FRET ratio above about 2000; further: inactives centre near 1500
# STAT1 blocker: STAT1 signaling inhibition; NIH 3T3 STAT1-luciferase reporter, IFN-gamma, luminescence; inhibition, % at 5.5 µM; 0.35% of 200,000 active; AID 920;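 active means inhibition above a set limit, the mean inhibition across all tested compounds plus 3 SD, cut at about 34% in these data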;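 further: 0% = IFN-gamma with DMSO and 100% = IFN-gamma with 300 µM nifuroxazide; values of inactives mirror those of a sister screen read the other way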
# STAT3 activator: STAT3 signaling activation. activation (% of control), % at 5.6 µM. 0.91% of 190,000 active. U3A cells, IL-6 STAT3-luciferase reporter, luminescence; 100% = signal with IL-6 EC80 alone;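 active means activation above the screen-wide mean of compound activation plus 3 SD, cut at about 130% in these data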;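 further: 0% = background luminescence of wells with medium and substrate only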
#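 Material: human STAT1-deficient U3A cells with stable STAT3-luciferase reporter / Probe or stimulus: IL-6 stimulus at 33 ng/mL final / Schedule: 1 h compound pre-exposure, 6 h IL-6 stimulation, 37 °C / Technique: luminescence / Read-out basis: percent of IL-6-only median luminescence / Control set: IL-6-only high control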
# PPARg SRC2 recr: PPARgamma-driven SRC-2 recruitment agonism; P37231; PPARgamma LBD-SRC-2 recruitment, biochemical; activation, % at 8 µM; 0.34% of 200,000 active; AID 1032; in the data active means activation above about 22%;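 further: 0% = vehicle and 100% = reference agonist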
# PPARg SRC3 recr: agonists of human PPARgamma SRC-3 coactivator recruitment; activation, % at 8 µM; P37231; biochemical PPARgamma/SRC-3 coactivator recruitment assay; 0.26% of 200,000 active; in the data active means activation above about 23%;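 further: 0% = DMSO and 100% = reference agonist; some compounds past the cut are filed as inactive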
# Active calls of the source: *; . = no result given. Hits appear at their usual frequency. Share with any hit: about 3.7%.
item	Structure	PPARg SRC3 recr	TNAP act hiacc	ROMK primary	TR-FRET SRC-2 ct	PPARg SRC2 recr	STAT1 blocker	PPARg SRC1 recr	STAT3 inh	bIAP inhibitor	bIAP act	STAT3 activator
1	CCN(CCNC(=O)Cn1cc2c(n1)CCCC2)c1ccccc1	-1	1	.	1465	-5	-1	-1	-2	8	0.9	101
2	O=C(Nc1ccc(Cl)cc1)N(Cc1nnc2n1CCCCC2)c1ccccc1	3	1	.	1229	-3	-4	-2	8	-8	1.1	98
3	CC(C)Oc1ccc(C(=O)Nc2ccc(C(F)(F)F)n(C)c2=O)cc1	0	1	.	1515	-2	0	-6	11	25	0.7	88
4	Cc1ccc(S(=O)(=O)Cn2nnnc2C(C(C)C)N2CCc3ccccc3C2)cc1 (centres undefined)	8	1	.	1630	-1	2	3	6	5	0.9	99
5	O=C(CN1C(=O)NC(Cc2ccccc2)C1=O)NC(=O)NC1CCCCC1 (centres undefined)	9	1	.	1381	13	8	0	-23	-7	1.1	125
6	O=C1NC(=O)C(CC(=O)N(Cc2cccs2)C2(C(=O)NC3CCCCC3)CCCCC2)N1 (centres undefined)	-3	1	-1.3	1281	-7	0	-8	5	-37	1.4	103
7	CCOC(=O)C1=C(C)Nc2nc3ccccc3n2C1c1ccncc1 (centres undefined)	-2	1	.	1603	-6	0	5	0	3	1	103
8	Cc1ccc(Cl)cc1N1CCN(C(c2cccnc2)c2nnnn2C2CCCCC2)CC1 (centres undefined)	1	1	-0.083	1412	-7	4	3	8	29	0.7	100
9	O=C(/C=C/c1ccccc1)N1CCC[C@H]1CO	1	1	0.73	1561	-9	-1	2	-5	16	0.8	101
10	COCc1nnc(NC(=O)c2ccc(S(=O)(=O)N3CCCCCC3)cc2)o1	7	1	.	1615	6	-4	2	8	12	0.9	99
11	O=C(/C=C/c1ccc(Cl)cc1)NC(=S)Nc1ccc(NC(=O)c2ccco2)cc1	0	1	0.79	1598	-3	-17	-1	9	13	0.9	94
12	Cn1cc(S(=O)(=O)Oc2ccccc2)c(=O)n(C)c1=O	5	1	.	1533	0	8	17	8	-2	1	97
13	COc1cc(NC(=S)NCCC(c2ccccc2)c2ccccc2)cc(OC)c1	-3	1.2	0.19	1608	-6	3	-2	1	12	0.9	102
14	C/C(=N/OC(=O)c1ccc(F)cc1)c1ccc(C)cc1	-1	1	.	1581	12	-2	3	4	0	1	97
15	CCN(CC)C(=S)NC(=O)c1ccc(OC)c(Br)c1	7	1	4.6*	1665	2	5	-3	-3	4	1	101
16	COc1ccc(-n2nnnc2SCC(=O)Nc2cccc(C)n2)cc1OC	-4	1	-0.078	1450	0	-1	-2	-4	9	0.9	106
17	N/C(=N\OC(=O)c1cccc(Br)c1)c1ccc(Br)cc1	4	1	.	1668	4	2	5	-18	15	0.9	124
18	Cc1c(S(=O)(=O)N2CCOCC2)c(=O)n(C)c(=O)n1C	-7	1	.	1543	-4	6	-2	13	5	0.9	97
19	COc1cc(O)c2c(c1)OC(C)(C)CC2=O	7	1.1	.	1496	21	-7	-1	5	8	0.9	98
20	CCCn1nc2cc(C(=O)N(CC)c3ccc(OC)cc3)ccc2c1OCC	-7	1.1	.	1604	4	5	3	-1	27	0.7	105
21	O=C1CC(C(=O)N2CCOCC2)C2(CCCC2)O1 (centres undefined)	1	1	.	1434	2	-2	-3	-2	-7	1.1	104
22	O=C(NC(CC(=O)N1CCN(c2ccc([N+](=O)[O-])cc2)CC1)c1ccccc1)c1ccccc1Cl (centres undefined)	2	1	-0.45	1497	-10	-1	-5	12	11	0.9	90
23	CCCCN(CCCNc1ncnc2nc[nH]c12)c1ccccc1	6	1	.	1684	1	-5	8	9	-23	1.2	92
24	CCN(CC)S(=O)(=O)c1ccc(S(=O)(=O)Nc2cc3c(cc2C(C)=O)OCO3)cc1	7	1.1	.	1460	-1	-1	-3	0	0	1	103
25	COc1cccc(CNCCN2CCOCC2)c1OC	1	1	0.38	1548	-1	2	-4	5	0	1	96
26	CCn1cc(/C=N/NC(=O)c2ccc3c(c2)OCO3)cn1	-1	1	0.55	1585	2	-5	-1	-6	11	0.9	108
27	Cn1c(SCC(=O)N/N=C/C=C\c2ccccc2[N+](=O)[O-])nc2ccccc21	5	1	0.044	1746	7	11	9	19	-2	1	87
28	O=CN(Cc1ccco1)C1(C(=O)NC2CCCCC2)CCCCC1	2	1.1	-0.076	1437	3	3	1	-18	-1	1	116
29	COc1ccc(/C=N/OCC(=O)Nn2c(C)nc3ccccc3c2=O)cc1	-5	1	-0.92	1546	-2	2	7	-3	14	0.9	104
30	CC(=O)NC1(C(F)(F)F)NC(=O)N(CC(C)C)C1=O (centres undefined)	5	1	.	1547	8	-1	3	4	2	1	99
31	O=C(/C=C/c1c(Cl)cccc1Cl)n1cccn1	10	1	.	1694	6	14	5	-1	9	0.9	105
32	CC1CCN(c2cc(N3CCC(C)CC3)c([N+](=O)[O-])cc2/C=C(\C#N)c2nn(-c3ccccc3)c(N)c2C#N)CC1	-6	0.9	.	1573	4	-5	4	7	20	0.8	96
33	CNc1ccc(S(=O)(=O)NC)cc1[N+](=O)[O-]	0	0.9	0.13	1688	2	-2	3	-9	-9	1.1	108
34	CC(C)OC(=O)c1c(NC(=O)CCn2nnc3ccccc32)sc2c1CCCC2	0	1	.	1438	2	6	8	16	8	0.9	92
35	CCn1c2ccccc2c2cc(NC(=O)c3ccc(C)c([N+](=O)[O-])c3)ccc21	1	1	0.11	1647	5	3	-3	12	2	1	91
36	COc1cnc(-c2ccccn2)nc1Oc1ccc(Cl)c2ccccc12	5	1	.	1541	0	1	3	2	17	0.8	103
37	CC(C)Cn1c(=O)c2c(c3ccccc31)OC(C)C(=O)N2 (centres undefined)	-7	1	.	1513	0	2	0	-15	12	0.9	119
38	CC1=CC(C)(C)[N+](C)(C)c2ccccc21	1	1	0.97	1433	1	-11	-12	6	1	1	99
39	COC(=O)c1ccc(CN2CCN(CCC(C)C)C(CCO)C2)cc1 (centres undefined)	-1	1	-0.24	1706	0	-9	5	0	9	0.9	105
40	COc1ccc(C(=O)NCC(=O)OCC(=O)NC(=O)NC2CCCCC2)cc1OC	-10	1	.	1459	7	-10	10	3	5	1	106
41	CCN(CC)c1ccc(C=C2C(=O)OC3(CCCCC3)OC2=O)cc1	2	1.1	-0.24	1762	-1	-2	-1	9	7	0.9	102
42	Cc1nc2ccccc2c2oc(C(=O)N3CCN(C(=O)c4ccco4)CC3)cc12	1	1	.	1627	0	1	0	13	-5	1	88
43	O=c1[nH]c2ccc(NC(=S)NC3CCCCC3)cc2[nH]1	8	1	-0.033	1620	2	2	7	-2	-11	1.1	103
44	O=C(O)c1cc(-c2ccccc2)n[nH]1	-1	1	.	1398	1	6	0	-1	1	1	102
45	COCCN1C(=O)c2ccc(C(=O)NCc3cccnc3)cc2C1=O	-2	1	.	1592	-4	2	-1	6	-1	1	99

# Four of the entries above in order of the PPARg SRC3 recr value, falling:
no. | Structure | PPARg SRC3 recr | TNAP act hiacc | ROMK primary | PPARg SRC2 recr | STAT1 blocker | PPARg SRC1 recr | bIAP inhibitor | bIAP act | STAT3 activator
36 | COc1cnc(-c2ccccn2)nc1Oc1ccc(Cl)c2ccccc12 | 5 | 1 | . | 0 | 1 | 3 | 17 | 0.8 | 103
41 | CCN(CC)c1ccc(C=C2C(=O)OC3(CCCCC3)OC2=O)cc1 | 2 | 1.1 | -0.24 | -1 | -2 | -1 | 7 | 0.9 | 102
33 | CNc1ccc(S(=O)(=O)NC)cc1[N+](=O)[O-] | 0 | 0.9 | 0.13 | 2 | -2 | 3 | -9 | 1.1 | 108
45 | COCCN1C(=O)c2ccc(C(=O)NCc3cccnc3)cc2C1=O | -2 | 1 | . | -4 | 2 | -1 | -1 | 1 | 99

# Carrying on:
item	Structure	PPARg SRC3 recr	TNAP act hiacc	ROMK primary	TR-FRET SRC-2 ct	PPARg SRC2 recr	STAT1 blocker	PPARg SRC1 recr	STAT3 inh	bIAP inhibitor	bIAP act	STAT3 activator
46	COC(=O)c1ccn(-c2nc(-c3ccco3)cc(C(F)(F)F)n2)n1	-2	1	0.82	1459	-1	-1	3	28	0	1	80
47	O=C(C1CCN(CCCc2ccccc2)CC1)N1CCCCC1	-2	1.1	0.8	1547	8	3	-2	-12	-16	1.2	110
48	COc1ncnc2c1oc1ccccc12	3	1	-0.0067	1479	-3	-52	2	-13	-5	1	113
49	COc1ccc(OCCCn2cccc2/C=C2/C(=N)N3OC(C)=CC3=NC2=O)cc1	1	1	-0.33	1714	10	5	5	6	14	0.9	96
50	CCOC(=O)CSc1ccc2nnc(CCNS(=O)(=O)c3ccc(C)cc3)n2n1	0	1.1	-0.82	1486	2	-2	-1	-7	-28	1.3	112
51	Cc1ccc(C)c(S(=O)(=O)NCc2ccc(C(=O)NCc3ccccn3)cc2)c1	-6	1	0.73	1440	-4	4	-6	-9	-1	1	107
52	COc1cc(C2CC(=O)OC3=C2C(=O)CC(C)(C)C3)cc(OC)c1OC (centres undefined)	2	1	-1.3	1666	10	0	1	15	13	0.9	90
53	CCCCn1c(CNC(=O)C23CC4CC(CC(C4)C2)C3)nnc1SC(C)CC (centres undefined)	8	1.1	-2.1	1579	13	-10	5	1	13	0.9	98
54	C/C(CCc1ccccc1)=N\NC(=O)C1C2CCCCC21 (centres undefined)	-4	1.1	-0.034	1500	-1	-2	2	21	-1	1	90
55	O=C(Nc1cccc2ccccc12)OC1C=CS(=O)(=O)C1 (centres undefined)	6	1	.	1652	8	-3	5	9	5	1	95
56	CC1CC(C)CN(C(=O)c2cc3c(s2)CCC3)C1 (centres undefined)	0	1	-0.8	1338	1	1	-3	-3	12	0.9	100
57	S=C(NCCc1ccccc1)NC1CC1	1	1.1	-0.56	1630	4	-1	-4	4	-20	1.2	100
58	COc1ccc(N/C=C\C(=O)c2ccc(C)cc2)cc1OC	0	1	-0.2	1451	-7	-49	5	8	0	1	99
59	O=C(Nc1nnc(SCc2ccccc2)s1)c1cccs1	-1	1	.	1591	2	-8	-2	2	17	0.8	101
60	CC(C)C(NC(=O)c1ccccc1F)C(=O)Nc1ccc2c(c1)OCO2 (centres undefined)	0	1.1	0.0051	1342	-4	0	-4	5	9	0.9	104
61	CCNC(=O)Cn1cnc2c1c(=O)n(C)c(=O)n2C	4	1.1	.	1516	5	-1	5	-6	8	0.9	105
62	COC(=O)/C=C/S(=O)(=O)c1ccc(NC(C)=O)cc1	2	1	.	1498	-5	12	3	8	25	0.8	96
63	CCC(=O)Nc1c(C(=O)Nc2ccc3c(c2)OCCO3)oc2ccccc12	1	1	-0.63	1557	-6	-51	-9	34	-2	1	77
64	CCOC(=O)/C(C(=O)Nc1ccc(Br)cc1)=C1/NC(C)(C)Cc2ccccc21	0	1	0.32	1592	2	-6	0	10	-35	1.4	94
65	COc1ccc(N(CC(=O)NCCC2=CCCCC2)S(=O)(=O)c2ccc(C)cc2)cc1OC	3	1	-0.063	1426	-5	-6	-7	-6	-2	1	106

# Screens: PubChem BioAssay, several laboratories
